DAGLB inhibitor – blocks human DAGLB lipase activity; inhibition, % at 5.17 µM; HEK293T DAGLB membrane lysate, EnzChek fluorogenic substrate; 340,000 compounds, 0.059% hits; AID 504411; in the data active = inhibition above about 34%;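 note: 0% = enzyme with vehicle and 100% = wells lacking enzyme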
Target sequence (Q8NCG7 whole entry, looked up): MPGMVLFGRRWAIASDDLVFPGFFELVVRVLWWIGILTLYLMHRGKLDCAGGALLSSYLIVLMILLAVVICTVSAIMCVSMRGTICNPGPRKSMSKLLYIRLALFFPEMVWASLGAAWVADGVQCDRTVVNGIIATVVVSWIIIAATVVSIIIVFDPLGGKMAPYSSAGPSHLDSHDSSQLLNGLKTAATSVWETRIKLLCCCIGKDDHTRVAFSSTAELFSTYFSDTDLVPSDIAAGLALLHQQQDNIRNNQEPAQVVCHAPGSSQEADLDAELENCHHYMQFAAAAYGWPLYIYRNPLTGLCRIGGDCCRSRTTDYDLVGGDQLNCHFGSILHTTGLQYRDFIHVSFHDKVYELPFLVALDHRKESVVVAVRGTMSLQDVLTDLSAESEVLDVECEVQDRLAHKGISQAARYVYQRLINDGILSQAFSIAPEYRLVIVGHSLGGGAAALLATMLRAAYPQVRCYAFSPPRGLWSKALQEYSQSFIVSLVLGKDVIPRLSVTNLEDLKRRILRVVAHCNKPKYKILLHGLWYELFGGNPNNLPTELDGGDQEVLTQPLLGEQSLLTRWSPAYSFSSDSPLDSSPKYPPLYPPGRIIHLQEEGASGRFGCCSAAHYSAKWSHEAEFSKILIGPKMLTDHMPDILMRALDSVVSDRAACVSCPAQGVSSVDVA
PfHsp90 yeast 2 – growth inhibition of yeast expressing Plasmodium Hsp90; inhibition, % at 9.4 µM; 310,000 compounds, 0.32% hits; S. cerevisiae expressing PfHsp90, BacTiter-Glo ATP, 48 h; yeast lacking PDR1 and PDR3 efflux regulators;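 active = every replicate shows inhibition above about 80%, whatever the replicate mean, limit read from the data; inconclusive = mean inhibition reaches the set limit but some replicate falls short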;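 note: 0% = DMSO neutral controls and 100% = 20 µM radicicol positive controls; yeast relying on Plasmodium falciparum Hsp90 in place of its own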
Rtt109 HAT inh – inhibitors of Candida albicans Rtt109/Vps75 histone acetyltransferase. inhibition, % at 34.9 µM. 330,000 compounds, 0.16% hits. purified Rtt109/Vps75, ThioGlo CoA-SH fluorescence, 4 h. Q5AAJ8;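 active = inhibition of at least 50% in every replicate; inconclusive = best replicate reaches 50% inhibition but some replicates fall short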
Target sequence (Q5AAJ8 whole entry, looked up): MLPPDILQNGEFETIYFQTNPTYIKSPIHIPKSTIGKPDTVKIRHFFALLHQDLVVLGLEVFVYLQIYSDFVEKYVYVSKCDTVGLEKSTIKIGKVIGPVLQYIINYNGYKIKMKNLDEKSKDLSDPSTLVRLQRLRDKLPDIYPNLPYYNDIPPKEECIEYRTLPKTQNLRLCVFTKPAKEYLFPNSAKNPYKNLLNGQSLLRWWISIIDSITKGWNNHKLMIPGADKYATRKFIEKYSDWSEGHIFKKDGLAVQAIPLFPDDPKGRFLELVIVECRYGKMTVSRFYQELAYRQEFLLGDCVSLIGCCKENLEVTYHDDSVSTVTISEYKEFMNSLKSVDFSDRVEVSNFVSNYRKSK
PvdQ inh – blocks Pseudomonas aeruginosa PvdQ acylase activity; purified PvdQ acylase, fluorescence plate reader; inhibition, % at 10 µM; 340,000 compounds, 0.063% hits; AID 488965; in the data active = inhibition above about 30%, passing the limit was not always enough; inconclusive = no clear call, values can overlap the other calls;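 note: 0% = vehicle neutral wells and 100% = reference inhibitor wells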
CAL PDZ inh – human CAL PDZ-peptide interaction inhibition. purified CAL PDZ, TMR-peptide fluorescence polarization, 1 h. inhibition, % at 20 µM. 330,000 compounds, 0.02% hits. Q9HD26. AID 504414;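 active = highest replicate inhibition of at least 40%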;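 note: plate controls were DMSO neutral control wells for no effect and unlabeled competitor peptide control wells for full effect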
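System: tagged CAL PDZ domain. Schedule: 1 h room-temperature incubation prior to read. Signal: fluorescence polarization (mP). Measure: percent inhibition from loss of millipolarization.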
Wnt bcat act – Wnt/beta-catenin pathway activation; 300,000 compounds, 1.2% hits; activation, % at 9.35 µM; Wnt/beta-catenin reporter cell assay, activator, plate reader; in the data active = activation above about 30%, passing the limit was not always enough; inconclusive = no clear call, values can overlap the other calls;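 note: 0% = neutral control wells and 100% = positive control wells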
AddAB inh – less growth of phage-infected E. coli with AddAB; E. coli expressing H. pylori AddAB, absorbance growth; inhibition, % at 11.9 µM; 330,000 compounds, 0.29% hits; AID 435030; in the data active = inhibition above about 12%;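 note: 0% = vehicle wells of infected cells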
Tat transport – inhibitors of E. coli Tat protein transport; inhibition, % at 10 µM; E. coli MC4100 TorA-mCherry Tat export, fluorescence; 340,000 compounds, 0.036% hits;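 active = mean replicate inhibition at least 50% and at least half of replicates individually reaching 50%; inconclusive = only one of the two criteria met; inactive = neither criterion met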;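 note: exported cargo escapes ClpAP degradation while cytoplasmic cargo is degraded and loses fluorescence; 0% = median of neutral control wells and 100% = median of NaSCN control wells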
phage Ecoli inh – E. coli growth loss with phage present; 360,000 compounds, 0.26% hits; growth absorbance; AID 651602; inhibition, % at 11.9 µM; in the data active = inhibition above about 11%
Ecoli viability – bacterial growth inhibition, counter-screen for AddAB inhibitors; E. coli V3065 growth, OD600 absorbance, 18 h; inhibition, % at 11.9 µM; 330,000 compounds, 0.27% hits; AID 449728;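 active = inhibition above the campaign's mean inhibition across all tested compounds plus 3 SD, cut at about 9.9% in these data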;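 note: uninfected addAB+ strain grown without phage in ampicillin broth; 0% = DMSO wells and 100% = ciprofloxacin 0.95 µg/ml wells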
An asterisk follows results filed as active; ? = inconclusive; . = not tested or not shown.

SMILES	DAGLB inhibitor	PfHsp90 yeast 2	Rtt109 HAT inh	PvdQ inh	CAL PDZ inh	Wnt bcat act	AddAB inh	Tat transport	phage Ecoli inh	Ecoli viability
CCN(CC(=O)NCc1ccc(Cl)cc1)C(=O)c1cc(S(=O)(=O)N2CCOCC2)ccc1C	-1	3	4	-1	1.0	0	0.7	2	2.8	0.9
NC(=O)COC(=O)c1ccccc1Nc1ccc(SC(F)F)cc1	2	7	-1	-7	0.0	2	1.3	3	4.3	0.2
Cn1c(=O)c2ccccc2n(Cc2cccc(F)c2)c1=O	0	-2	12	12	-0.6	-1	0.4	-2	-1.3	2.1
O=C(c1ccc(=O)oc1)N1CCN(C(c2ccccc2)c2ccccc2)CC1	3	-16	-2	-8	-1.9	.	-2.1	6	1.2	0.0
BrCCOCCOc1ccc2ccccc2c1	-3	8	-6	-10	-1.1	0	3.5	-6	2.2	-2.0
CC(C)C(=O)NC(c1ccco1)c1c(O)ccc2ccccc12 (stereo not drawn)	0	.	-3	-8	.	.	2.3	-2	2.0	-0.2
CCOC(=O)c1cc(C(C)(C)C)oc1CN	-1	4	0	-14	0.0	.	3.4	-1	0.5	0.7
COc1ccc(C)c2sc(N(CCCN(C)C)C(=O)CS(=O)(=O)c3ccc(F)cc3)nc12	3	31	36	-7	-2.5	-4	3.1	-1	4.1	1.3
CCOC(=O)CN1C(=O)C(O)(c2c(C)[nH]c3ccccc23)c2ccccc21 (stereo not drawn)	-2	7	7	-10	-1.4	-1	-1.0	-9	1.1	-0.5
CCOCCOC(=O)C1=C(C)N(C)C(=O)NC1c1ccccc1F (stereo not drawn)	0	-29	-6	-10	0.6	-3	-0.2	-4	1.3	2.0
O=C(CCCN=C1NS(=O)(=O)c2ccccc21)OCC(=O)c1ccccc1	4	-6	-3	-4	-2.2	.	0.3	-5	2.4	-0.1
Cc1ccccc1C(=O)/C(C#N)=N/Nc1c(C)n(C)n(-c2ccccc2)c1=O	2	4	6	3	0.4	.	-2.4	-2	-0.9	-2.0
COc1ccc(C(=O)NC(C(=O)NCc2ccccn2)C(C)C)cc1 (stereo not drawn)	-3	-1	-4	5	-0.7	-7	2.1	?	3.8	-0.4
O=C(CN1CCCC1)Nc1ccc(Cl)cc1C(F)(F)F	-3	6	-18	-11	-0.5	1	4.0	-8	3.9	2.4
CCC(=O)c1ccc(OCC(O)CN2CCN(c3ccc(F)cc3)CC2)cc1 (stereo not drawn)	-3	-29	9	-15	0.0	-1	0.3	2	3.6	-2.1
O=C(Nc1ncc2c(n1)-c1ccccc1OC2)c1ccc(F)cc1	1	.	-1	-31	-1.5	1	0.0	-8	-0.8	0.3
CC(=O)c1ccc(-n2nncc2-c2ccc([N+](=O)[O-])cc2)cc1	1	-13	10	4	-2.2	-1	1.0	-7	1.2	-2.4
COc1ccc(C(=O)c2ccc(N(C)C)cc2)c2ccccc12	-5	-10	8	17	-0.7	.	-0.4	2	1.7	1.9
O=C(Cc1ccc(S(=O)(=O)N2CCCC2)s1)Nc1nc2c(s1)CCCC2	0	.	10	-10	.	.	0.5	12	1.2	-2.6
O=C1c2ccccc2C(=O)N1CCC#Cc1ccc2cc(CCO)oc(=O)c2c1	-2	-9	2	-18	-0.1	1	0.6	-9	1.9	0.4
O=C(NN=C1CCCC1)c1ccc(O)cc1	-1	-4	-1	-12	0.3	-1	-1.1	5	-1.6	-2.6
O=C(O)/C=C/C(=O)Nc1ccc(OC(F)F)cc1	2	-11	-9	-3	-0.7	0	-3.4	5	3.8	-0.5
CC1CCCC(N2CCN(C(=O)c3ccc(F)cc3)CC2)C1 (stereo not drawn)	1	.	5	-13	-0.3	-1	4.3	2	1.4	1.1
COc1ccc(C2/C(=C(\O)c3ccc4c(c3)OCCO4)C(=O)C(=O)N2CCCN(C)C)cc1 (stereo not drawn)	-2	-25	-9	-19	-0.2	.	1.3	2	-1.2	-0.2
CC1(c2ccccc2)CC(C)(C)N(C(=O)CSc2nnc(N)s2)c2ccccc21 (stereo not drawn)	-2	30	25	-11	-1.9	-5	0.0	7	1.9	0.9
CCOc1[nH]n(-c2ccc(Cl)cc2)c(=O)c1C=Nc1ccc(OC)cc1	0	-19	-3	6	-2.0	-3	0.8	-3	2.9	-0.2
COc1ccc(C2CC2C(C)=O)cc1 (stereo not drawn)	0	6	1	-11	0.0	2	4.9	0	2.6	-2.4
CC(NC(=O)c1cnc2ccccc2n1)c1ccccc1 (stereo not drawn)	1	-22	-3	1	-1.1	13	0.1	2	-0.2	-0.6
CCOC(=O)C1Nc2ccccc2C2c3ccccc3CC12 (stereo not drawn)	-16	8	8	-1	-0.4	-4	3.0	3	-2.2	1.4
CCCc1cc(=O)oc2cc(OCC(=O)N3CCN(C(=O)C4COc5ccccc5O4)CC3)ccc12 (stereo not drawn)	1	-1	23	-1	-1.5	-6	2.6	-6	-1.6	0.7
O=C1CSC(=Nc2ccc(F)cc2)N1	0	-22	8	6	0.3	-1	-0.2	1	2.1	0.7
O=c1c2ccccc2nc2n1C(CBr)CN2 (stereo not drawn)	-1	-52	-5	-6	-1.2	2	1.5	-10	4.1	-2.2
CCC1(C)Cc2c(sc3c2c(=O)n(-c2ccccc2)c(=O)n3C)CO1 (stereo not drawn)	-1	-19	-43	-12	-0.3	.	2.2	1	1.0	2.6
Cn1cnnc1SCCn1c(N2CCCCC2)nc2c1c(=O)[nH]c(=O)n2C	0	-44	15	-4	-5.1	.	4.1	0	2.3	-0.6
CCOC(=O)c1ccc(N2C(=O)c3n[nH]c(C)c3C2c2cccnc2)cc1 (stereo not drawn)	-2	27	2	-6	-1.7	.	2.0	2	4.2	-2.1
COc1ccc(C=O)c(OCc2cn(CC(=O)c3ccc(O)cc3)nn2)c1	-7	14	5	-3	-1.3	2	.	-5	3.3	.
Cc1ccc(-c2nnn(Cc3nc4ccccc4s3)n2)cc1	-19	.	-3	-5	-0.7	.	4.8	2	3.0	3.4
CCOC(=O)c1sc2nccc(OC)c2c1N=CN(C)C	-1	-1	0	5	-0.9	-2	2.8	-8	4.8	-1.9
COc1ccc(C(=O)Nc2ccc3ccccc3c2)cc1	-5	12	2	4	-0.7	8	3.2	-3	2.3	-0.2
CCOC(=O)c1c(NC(=O)CN2C(=O)NC3(CCC(C)CC3)C2=O)sc(C)c1CC (stereo not drawn)	1	11	0	-10	-1.9	-2	-0.3	1	2.1	0.8
Cc1noc(C)c1NC(=O)N(C)C[C@H]1Oc2ccc(NC(=O)NC(C)C)cc2C(=O)N([C@H](C)CO)C[C@@H]1C	2	-20	0	-4	0.3	0	-0.2	-2	4.0	3.3
CCN(C[C@H]1N[C@@](Cc2ccccc2)(C(=O)OC)[C@H]2C(=O)N(C)C(=O)[C@@H]12)S(=O)(=O)c1ccc(OC)cc1	-1	27	1	-3	0.6	-1	1.5	-3	-0.2	0.7
CCOc1ccc(NC(=O)c2ccc3c(c2)N(Cc2ccc(F)cc2)C(=O)CS3=O)cc1 (stereo not drawn)	-9	5	3	-17	0.0	-6	4.4	-5	0.3	-1.2
CCCc1cc(=O)oc2c3c(cc(OCC(=O)NCc4ccncc4)c12)OC(C)(C)CC3	1	-2	-4	0	-4.8	-2	3.2	5	1.6	1.2
COc1ccccc1N1CCN(/N=C/C=C\c2ccccc2[N+](=O)[O-])CC1	5	-21	7	6	-2.5	-1	-0.2	14	3.2	-0.5
Cc1ccc(S(=O)(=O)Nc2cc(C(=O)Nc3cc(C)cc(C)c3)ccc2Cl)cc1	1	-3	-8	-20	-0.6	.	0.0	12	3.7	-1.3
CC(C)CCNC(=O)c1cc(S(=O)(=O)N2CCc3ccccc32)cn1C	-5	7	-13	-10	-0.7	-5	0.2	-17	2.4	-2.5
C/C(=N\NC(=O)c1cc(C)nc2ccc(C)cc12)c1ccncc1	-1	-10	-3	-15	-1.1	0	.	-6	0.2	.
Clc1ccc(/C=N/NC(=Nc2ccccc2)c2ccccn2)c(Cl)c1	-7	23	-2	-5	-0.5	.	0.5	7	0.1	1.9
COc1ccc(NC(=S)N(CCCN2CCOCC2)Cc2cn(C)c3ccccc23)cc1	1	10	-12	-27	0.2	0	3.4	1	2.4	-1.0
(cont.)
SMILES	DAGLB inhibitor	PfHsp90 yeast 2	Rtt109 HAT inh	PvdQ inh	CAL PDZ inh	Wnt bcat act	AddAB inh	Tat transport	phage Ecoli inh	Ecoli viability
CC(C)(C)CC(=O)Nc1cc2c3c(c1)CCC(=O)N3CCC2	2	-9	4	-4	-2.5	-1	-1.1	5	4.0	-3.0
CCc1ccc(-n2c(SCC(=O)N3CCC(C(=O)O)CC3)nnc2-c2ccncc2)cc1	-1	4	16	13	0.2	-1	3.0	1	2.1	-1.4
O=C(C=Cc1ccccc1O)c1ccccc1O	-1	?	4	3	0.4	16	.	-4	1.8	.
COc1ccc(NS(=O)(=O)c2cccc(C(=O)NCCc3ccc(S(N)(=O)=O)cc3)c2)cc1	0	13	9	-9	-0.7	2	3.6	0	2.2	3.0
CC(Oc1ccc(Cl)cc1)C(=O)Nc1ccc(S(=O)(=O)Nc2nccs2)cc1 (stereo not drawn)	2	-16	14	0	-0.2	-3	1.1	1	0.5	-3.6
Cc1ccc(NC(=O)c2ccc(S(=O)(=O)C(F)F)cc2)c(C)c1	-2	-99	3	4	-1.0	0	2.2	7	4.7	0.2
[N-]=[N+]=NC[C@H](Cc1ccccc1)N1CC[C@@H](OCc2ccccc2)CCC1=O	-3	0	-1	4	-0.6	1	1.3	0	-2.5	-1.0
O=[N+]([O-])c1ccc(N/N=C/c2ccccc2)cc1	-1	-9	0	-3	0.7	18	1.8	-3	1.5	0.5
N/C(Cc1ccccc1Sc1ccccc1)=N\O	-7	4	12	-10	-0.2	1	1.3	-4	2.0	-2.2
Cc1cc(-c2ccccc2)nc(SCC(=O)c2cccc([N+](=O)[O-])c2)n1	-4	-33	-1	2	-2.6	.	0.1	13	1.6	0.7
Cc1cc(NC(=O)COC(=O)c2c(C)c(C)c(C)c(C)c2C)no1	-9	-60	-2	-13	1.4	-2	1.0	8	0.6	3.0
CC1CCC(NC(=O)CCn2ccc3cc(S(=O)(=O)N4CCCC4)ccc32)CC1 (stereo not drawn)	-1	-1	12	13	-0.4	-3	5.1	-4	3.2	0.3
COCCNC(=O)c1ccccc1NC(=O)C1COc2ccccc2O1 (stereo not drawn)	-3	.	4	4	.	-5	1.0	-6	1.7	-0.7

Of the compounds above, these have a thiophene ring, fused or not.
SMILES	DAGLB inhibitor	PfHsp90 yeast 2	Rtt109 HAT inh	PvdQ inh	CAL PDZ inh	Wnt bcat act	AddAB inh	Tat transport	phage Ecoli inh	Ecoli viability
O=C(Cc1ccc(S(=O)(=O)N2CCCC2)s1)Nc1nc2c(s1)CCCC2	0	.	10	-10	.	.	0.5	12	1.2	-2.6
CCC1(C)Cc2c(sc3c2c(=O)n(-c2ccccc2)c(=O)n3C)CO1 (stereo not drawn)	-1	-19	-43	-12	-0.3	.	2.2	1	1.0	2.6
CCOC(=O)c1sc2nccc(OC)c2c1N=CN(C)C	-1	-1	0	5	-0.9	-2	2.8	-8	4.8	-1.9
CCOC(=O)c1c(NC(=O)CN2C(=O)NC3(CCC(C)CC3)C2=O)sc(C)c1CC (stereo not drawn)	1	11	0	-10	-1.9	-2	-0.3	1	2.1	0.8

Screening results from PubChem.
